NCI-60 one-dose screen, 48 h, at 10 µM unless noted. Numbers give growth in % (100 = growth as untreated, 0 = no growth, -100 = all killed).
RXF 393 = RXF 393 renal cancer cells. actives 6.9% (n = 77,000)
A498 = A498 renal cancer cells. actives 5.4% (n = 76,000)
OVCAR-3 = OVCAR-3 ovarian cancer; actives 7% (n = 79,000); AID 1794787
OVCAR-4 = OVCAR-4 ovarian cancer cells; actives 3.7% (n = 80,000); AID 1794784
CAKI-1 = CAKI-1 renal cancer; AID 1794772; actives 4.7% (n = 75,000)
OVCAR-5 = OVCAR-5 ovarian cancer | actives 2.9% (n = 82,000)
OVCAR-8 = OVCAR-8 ovarian cancer; actives 4.4% (n = 81,000)
ACHN = ACHN renal cancer. actives 4.9% (n = 81,000). AID 1794771
* = called active by the depositor; nt = not tested or not shown; [ ] = dose if it differs, or a comment. How the source made its calls: active means growth percent below 10; inactive means the rest.

Values run as follows: RXF 393, A498, OVCAR-3, OVCAR-4, CAKI-1, OVCAR-5, OVCAR-8, ACHN
> CCOC(=O)c1cc(C(=O)c2ccc(Br)cc2)n2ccccc12
    97, 98, 104, 92, nt, 107, 88, 100
> CC1=NN(c2ccc(/C=C/c3ccc(NC(=O)Nc4ccc(/C=C/c5ccc(N6N=C(C)C(N=Nc7ccccc7C(=O)O)C6=O)cc5S(=O)(=O)O)c(S(=O)(=O)O)c4)cc3S(=O)(=O)O)c(S(=O)(=O)O)c2)C(=O)C1N=Nc1ccccc1C(=O)O (stereo not drawn)
    118, 114, 104, 114, 102, 110, 117, 96
> CCN(Cc1cccc(S(=O)(=O)O)c1)c1ccc(C(=C2C=CC(=[N+](CC)Cc3cccc(S(=O)(=O)O)c3)C=C2)c2ccc(O)cc2S(=O)(=O)O)cc1
    112, 123, 115, 123, 122, 99, 114, 108
> CC(=O)Nc1ccc(C(=O)N2C(=N)C(C#N)=C(O)/C2=C\c2ccc(Cl)c(Cl)c2)cc1
    106, 120, 104, 95, 82, 91, 101, 92
> CCOC(=O)C/C(C)=N\NC(N)=S
    98, 88, 99, 98, 98, 99, nt, 102
> CCOC(=O)c1cc2c(n1Cc1ccccc1)-c1[nH]c(=O)c(S(=O)(=O)c3ccccc3)cc1CCC2
    116, 72, 108, 130, 100, 108, 93, 89
> Nc1c(Cl)cc(S(=O)(=O)O)cc1Br
    nt, 116, 119, 116, 92, 104, 103, 107
> Cc1ccc(S(=O)(=O)N/N=C/C(=O)O)cc1
    nt, 98, 106, 105, nt, 99, 101, 97
> O=c1cc(-c2ccccc2)oc2ccccc12
    110, 96, 94, 101, 89, 93, 104, 95
> Cc1ccccc1N=Nc1ccc(N=Nc2ccc(O)cc2)c(C)c1
    111, nt, 91, 79, nt, 90, 84, 90
> C(=NCCN=Cc1ccccc1)c1ccccc1
    nt, 92, 111, 96, 97, 97, 101, 98
> Cc1ccc(C(Cc2ccccc2)NCC(C)O)cc1 (stereo not drawn)
    104, 101, 103, 103, 95, 91, 98, 103
> Cc1c(C)c(C)c(C)c(C)c1C
    109, 99, 99, 105, 104, 96, 106, 96
> Cc1ccnc(Nc2nc3ccccc3[nH]2)n1
    116, nt, 132, 109, nt, 95, 106, 106
> CN(CCO)c1cnn(CCO)c(=O)c1Cl
    nt, 92, 105, 100, 76, 95, nt, 106
> O=C1/C(=C/c2cccc(F)c2)Cc2ccccc21
    99, nt, 113, 97, 83, 120, 97, 102
> O=C1Nc2cc(Cl)ccc2/C1=C/c1ccc(OCc2ccc(Cl)cc2)cc1
    84, 105, nt, 97, 86, 98, 97, 95
> CCn1cc(C(=O)O)c(=O)c2ccc(C)nc21
    99, 102, 122, 102, 87, nt, 105, nt
> CCN(CC)Cc1cc(C=C2C(=O)NC(=S)NC2=O)cc(OC)c1O
    115, 99, 114, 122, 99, 104, 113, 107
> Cn1cc(/C=C2/C(=O)Nc3ccc(Cl)cc32)c2ccccc21
    112, 133, 104, 110, 96, 122, 103, 94
> Cc1cnc(C2OCCO2)c2cccc(N)c12
    99, 96, 111, 104, 112, 102, 105, 101
> CN(CCC(=O)c1ccc(Cl)cc1)Cc1ccccc1
    91, 95, 111, 107, 94, 111, 104, 109
> Cc1ccc(Cc2cnc(NC(=O)C(=S)N3CCOCC3)s2)cc1
    110, 108, 105, 95, 88, 105, 110, 100
> CNCC1COC(c2ccccc2)(c2ccccc2)O1 (stereo not drawn)
    109, 116, 109, 97, nt, 97, 105, 95
> O=CNC1C(O)OC(CO)C(O)C1O (stereo not drawn)
    98, 100, 116, 129, 104, 107, 109, 112
> COc1cc(-c2nc(-c3ccccc3)[nH]c2-c2ccnc(NCCCNS(=O)(=O)c3ccc(Cl)cc3)n2)ccc1F
    76, 51, 95, 73, 80, 89, 65, 58
> CCOC(=O)c1c(C)nc2[nH]n(-c3ccccc3)c(=O)c2c1-c1ccc(Cl)cc1Cl
    107, 101, 105, 92, 83, 100, 100, 97
> COc1ccc(C(=O)/C=C/c2cn(Cc3ccc(Cl)cc3)c3ccccc23)cc1
    nt, -6.1*, 58, 76, 2.1*, 13, 71, 62
> COc1cc2oc(-c3cccc(C(=O)N[C@H](C(=O)OC(C)(C)C)C(C)C)c3)cc(=O)c2c(OC)c1OC
    85, 83, nt, 74, 67, 100, 53, 68
> Cc1cc(C)c(O)c(Cc2cc(Cl)cc(Cc3cc(C)cc(C)c3O)c2O)c1
    96, 91, 108, 99, nt, 103, 96, nt

An excerpt from above in order of molecular weight, high to low:
Values run as follows: RXF 393, A498, OVCAR-3, OVCAR-4, CAKI-1, OVCAR-5, OVCAR-8, ACHN
> COc1cc(-c2nc(-c3ccccc3)[nH]c2-c2ccnc(NCCCNS(=O)(=O)c3ccc(Cl)cc3)n2)ccc1F
    76, 51, 95, 73, 80, 89, 65, 58
> COc1cc2oc(-c3cccc(C(=O)N[C@H](C(=O)OC(C)(C)C)C(C)C)c3)cc(=O)c2c(OC)c1OC
    85, 83, nt, 74, 67, 100, 53, 68
> CCOC(=O)c1c(C)nc2[nH]n(-c3ccccc3)c(=O)c2c1-c1ccc(Cl)cc1Cl
    107, 101, 105, 92, 83, 100, 100, 97
> Cc1cc(C)c(O)c(Cc2cc(Cl)cc(Cc3cc(C)cc(C)c3O)c2O)c1
    96, 91, 108, 99, nt, 103, 96, nt
> O=C1Nc2cc(Cl)ccc2/C1=C/c1ccc(OCc2ccc(Cl)cc2)cc1
    84, 105, nt, 97, 86, 98, 97, 95
> CCN(CC)Cc1cc(C=C2C(=O)NC(=S)NC2=O)cc(OC)c1O
    115, 99, 114, 122, 99, 104, 113, 107
> Cc1ccc(Cc2cnc(NC(=O)C(=S)N3CCOCC3)s2)cc1
    110, 108, 105, 95, 88, 105, 110, 100
> CN(CCC(=O)c1ccc(Cl)cc1)Cc1ccccc1
    91, 95, 111, 107, 94, 111, 104, 109
> CNCC1COC(c2ccccc2)(c2ccccc2)O1 (stereo not drawn)
    109, 116, 109, 97, nt, 97, 105, 95
> CN(CCO)c1cnn(CCO)c(=O)c1Cl
    nt, 92, 105, 100, 76, 95, nt, 106
> O=C1/C(=C/c2cccc(F)c2)Cc2ccccc21
    99, nt, 113, 97, 83, 120, 97, 102
> C(=NCCN=Cc1ccccc1)c1ccccc1
    nt, 92, 111, 96, 97, 97, 101, 98
> CCn1cc(C(=O)O)c(=O)c2ccc(C)nc21
    99, 102, 122, 102, 87, nt, 105, nt
> Cc1cnc(C2OCCO2)c2cccc(N)c12
    99, 96, 111, 104, 112, 102, 105, 101
> Cc1ccnc(Nc2nc3ccccc3[nH]2)n1
    116, nt, 132, 109, nt, 95, 106, 106
> O=CNC1C(O)OC(CO)C(O)C1O (stereo not drawn)
    98, 100, 116, 129, 104, 107, 109, 112
> Cc1c(C)c(C)c(C)c(C)c1C
    109, 99, 99, 105, 104, 96, 106, 96

(further entries)
Values run as follows: RXF 393, A498, OVCAR-3, OVCAR-4, CAKI-1, OVCAR-5, OVCAR-8, ACHN
> C/C(=N\N)c1nnn(-c2ccc(Cl)cc2)c1C
    117, 102, nt, 118, 93, 98, 105, 103
> C(=Nc1ccccc1)C1=C(Nc2ccccc2)CCC1
    104, 125, 102, 93, 86, 96, 105, 88
> O=C1CC(C(=O)O)C2(CCCCC2)O1 (stereo not drawn)
    111, 96, 116, 105, 91, 112, 109, 115
> N#CC1(Nc2ccc(-c3ccc(Cl)cc3)cc2)CCCC1
    121, 84, nt, 104, 103, 100, 95, 103
> N#C/C(=C\c1ccccn1)c1nc2cc(Br)ccc2s1
    84, 93, 99, 95, 74, 93, 98, 93
> C=C(C)C#CC1(O)C=C(OC)C(OC)=CC1=O (stereo not drawn)
    99[100 µM], 108[100 µM], 113[100 µM], 99[100 µM], 108[100 µM], 116[100 µM], 100[100 µM], 100[100 µM]
> COc1ccc2nc(-c3ccc(Cl)cc3)cc(-c3nnc(SCC(=O)Nc4ccc(/C(C)=N\O)cc4)n3-c3ccccc3)c2c1
    100, 82, 94, 97, nt, 100, 86, 94
> Cc1cc(Cl)ncc1[N+](=O)[O-]
    110, 96, 104, 102, 98, 80, 97, 91
> O=C1Nc2c(ccc(Cl)c2Cl)/C1=C/c1ccc(F)cc1
    nt, 92, 83, 74, 38, 84, 98, 86
> OC1(C#CC2(O)CCCC2)CCCC1
    nt, 98, 103, 102, 85, nt, 105, 97
> O=C(Nc1cccc(C(F)(F)F)c1)Nc1ccc(OCc2nnc(-c3ccccc3)o2)c(F)c1
    nt, 44, 16, 35, 37, 51, 38, 6.6*
> N#CC1(c2ccccc2)C(c2ccccc2)CC(=O)CC1c1ccccc1 (stereo not drawn)
    89, 82, 87, 68, 59, 91, 87, 70

Screens: PubChem BioAssay, NCI
